Bioassay records: PubChem BioAssay, National Center for Advancing Translational Sciences (NCATS)
PI5P4K alpha inh – qHTS for Inhibitors of phosphatidylinositol 5-phosphate 4-kinase (PI5P4K); Phosphatidylinositol 5-phosphate 4-kinase type-2 alpha (Homo sapiens), P48426; PI5P4Kalpha enzyme, ADP-Glo luminescence, 60 min; active compounds read low; max response, %; 1.2% of 330,000 active; active means max response of -50% or lower; inconclusive means between -30% and -50%; inactive means -30% or higher; further: value at the top dose of about 77 µM; on the % scale 0 is the no-effect control and ±100 the full control effect
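Compounds were pin-transferred onto PI5P4Kalpha and substrate in HEPES pH 7.4 buffer with EGTA, CHAPS and 5% DMSO. ATP (5 microM final) started the reaction, which ran 60 minutes at room temperature before ADP-Glo detection.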
CCT modulator – High-Throughput Screening for Modulators of Cytosolic Chaperonin Activity | purified chaperonin ATPase assay, HTRF ADP detection, 30 min | activity change, % (no concentration beside the values), hits read low | 0.3% of 360,000 active | AID 651819, 2012; in the data active means activity change below about -30%; further: on the % scale 0 is the no-effect control and ±100 the full control effect
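We incubate TRiC, 40 or 20 nM final, with library compounds at 76 uM and 10 uM ATP for 30 min at 37 °C. ADP formed is detected with Transcreener HTRF reagents after 30 min at room temperature.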
PLK1 PBD inh – qHTS for Inhibitors of PLK1-PDB (polo-like kinase 1 - polo-box domain): Primary Screen. Serine/threonine-protein kinase PLK1 (Homo sapiens), P53350. Plk1 PBD binding of FITC phosphopeptide, fluorescence polarization. Potency, µM, for inactives: max response, negative = inhibition, actives largely listed as inhibitors. 2.8% of 360,000 active. AID 720504, 2013; further: potency means the concentration at half of the fitted maximal effect; series mostly up to about 57 µM; on the % scale 0 is the no-effect control and ±100 the full control effect; nearly all actives have a fitted effect of over 65% in size
WRN helicase inh – qHTS for Inhibitors of WRN Helicase; 0.46% of 360,000 active; WRN helicase unwinding, fluorescent forked duplex, kinetic; Potency, µM (series often up to 114 µM), for the others: at the highest dose activity change, negative = inhibition, usual class: inhibitors; further: potency means the concentration at half of the fitted maximal effect; on the % scale 0 is the no-effect control and ±100 the full control effect; nearly all actives have a fitted effect of over 55% in size
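Fluorescence dequenching readout, ex 525 nm/em 598 nm, kinetic mode: forked duplex DNA (100 nM final) with adjacent fluorophore and quencher unwound by WRN (20 nM final) with 2 mM ATP. Compound preincubation 15 min, room temperature.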
EPAC1 ag – qHTS for Agonist of cAMP-regulated guanine nucleotide exchange factor 3 (EPAC1): primary screen; Rap guanine nucleotide exchange factor 3 (Homo sapiens), O95398; EPAC1 agonist qHTS, biochemical assay; response scale: 100% = response to 6.5 mM cAMP; Potency, µM (top dose mostly 154 µM), for inactives: at the highest dose activation, hits mostly activators; 0.073% of 360,000 active; further: potency means the concentration at half of the fitted maximal effect; nearly all actives have a fitted effect of over 60% in size
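Compounds were pinned as a concentration titration into mixtures of EPAC1 (100 nM), BODIPY-GDP-loaded Rap1B (250 nM) and GDP (50 uM). After 5 min at room temperature, fluorescence was followed for 30 min; activity was scaled to 6.5 mM cAMP.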
EPAC2 antagonist – qHTS for Antagonist of cAMP-regulated guanine nucleotide exchange factor 2 (EPAC2): primary screen; Rap guanine nucleotide exchange factor 4 (Homo sapiens), Q8WZA2; EPAC2 GEF exchange of Rap1B-BODIPY-GDP, fluorescence; Potency, µM (titrated, usually from 114 µM), for the others: at the highest dose activity, negative = inhibition, actives largely listed as inhibitors; 0.18% of 360,000 active; AID 720708, 2013; further: potency means the concentration at half of the fitted maximal effect; on the % scale 0 is the no-effect control and ±100 the full control effect; nearly all actives have a fitted effect of over 45% in size; many of its hits are not listed in these tables
Target sequence (Q8WZA2 whole entry, looked up): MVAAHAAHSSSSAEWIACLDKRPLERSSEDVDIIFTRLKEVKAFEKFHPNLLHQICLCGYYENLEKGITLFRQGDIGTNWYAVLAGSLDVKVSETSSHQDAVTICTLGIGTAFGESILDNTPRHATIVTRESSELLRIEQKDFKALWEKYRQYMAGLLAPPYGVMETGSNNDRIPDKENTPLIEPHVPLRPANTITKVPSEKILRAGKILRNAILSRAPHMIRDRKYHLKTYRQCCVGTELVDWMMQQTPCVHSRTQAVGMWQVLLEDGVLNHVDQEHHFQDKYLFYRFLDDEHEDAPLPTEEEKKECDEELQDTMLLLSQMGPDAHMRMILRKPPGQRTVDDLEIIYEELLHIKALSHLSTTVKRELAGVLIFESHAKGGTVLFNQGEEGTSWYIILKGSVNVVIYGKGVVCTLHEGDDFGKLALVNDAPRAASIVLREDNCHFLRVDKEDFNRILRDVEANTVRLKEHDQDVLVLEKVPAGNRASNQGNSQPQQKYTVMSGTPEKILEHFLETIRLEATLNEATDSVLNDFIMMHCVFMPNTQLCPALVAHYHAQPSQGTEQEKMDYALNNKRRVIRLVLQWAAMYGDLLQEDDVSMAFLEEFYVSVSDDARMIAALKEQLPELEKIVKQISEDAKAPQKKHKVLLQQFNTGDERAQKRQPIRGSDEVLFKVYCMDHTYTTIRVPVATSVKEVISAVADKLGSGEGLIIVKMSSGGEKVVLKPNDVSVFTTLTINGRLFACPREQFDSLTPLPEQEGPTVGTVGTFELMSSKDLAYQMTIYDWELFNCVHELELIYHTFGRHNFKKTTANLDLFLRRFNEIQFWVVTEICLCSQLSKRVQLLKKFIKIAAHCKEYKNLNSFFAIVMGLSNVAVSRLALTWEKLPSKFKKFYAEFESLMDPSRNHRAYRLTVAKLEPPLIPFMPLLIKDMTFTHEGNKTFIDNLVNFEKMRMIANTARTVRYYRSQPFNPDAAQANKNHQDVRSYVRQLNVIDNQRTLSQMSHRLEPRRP
Mm-Cpn inhibitor – Inhibitors of TCP-1 ring complex (TRiC) of Methanococcus maripaludis (MmCpn): qHTS; Chaperonin Mm-Cpn (Methanococcus maripaludis); purified Mm-Cpn ATPase, ADP Transcreener TR-FRET; Potency, µM (doses to about 76.9 µM), inactives show top-dose activity, negative = inhibition, most hits filed as inhibitors; 0.031% of 330,000 active; AID 504842, 2011; further: potency means the concentration at half of the fitted maximal effect; on the % scale 0 is the no-effect control and ±100 the full control effect; nearly all actives have a fitted effect of over 80% in size
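Inhibition of chaperonin ATP hydrolysis is measured as reduced ADP production, detected by competitive TR-FRET in which signal falls with ADP. Final enzyme 25 nM and ATP 10 uM, reacted 30 min at 37°C.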
EPAC1 antagonist – qHTS for Antagonist of cAMP-regulated guanine nucleotide exchange factor 3 (EPAC1): primary screen | EPAC1 GEF assay, Rap1b-BODIPY-GDP exchange fluorescence | 0.14% of 360,000 active | AID 720709, 2013 | Potency, µM (highest dose often 115 µM), for the others: at the top dose activity change, negative = inhibition, usual class: inhibitors;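 further: potency means the concentration at half of the fitted maximal effect; plate controls were vehicle for no effect and positive control for full effect; nearly all actives have a fitted effect of over 50% in size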
Numbers without * were called inactive. Unless noted, the call rests on the fitted dose curve; in most records, active means well fitted curve in the direction sought with a large enough effect; inconclusive means small, poorly fitted or top-dose-only effect, or another doubt; inactive means no such curve, though single readings can be large; an effect the other way counts as inactive or inconclusive. The list is partial, so the mix of outcomes need not match the whole.

What do the screens show for `Cc1ccc(C2=CC(c3ccccc3)n3ncnc3N2)cc1` (stereo not given)?
PI5P4K alpha inh: -18; CCT modulator: 0.8; PLK1 PBD inh: -7%; WRN helicase inh: -6%; EPAC1 ag: 7%; EPAC2 antagonist: -22%; EPAC1 antagonist: 7%

Results for C#CC(C)(CC)NC(=O)c1cc(OC)c(OC)c(OC)c1 (stereo not given) ?
PI5P4K alpha inh: 0; CCT modulator: -1.2; PLK1 PBD inh: -1%; WRN helicase inh: 5%; EPAC1 ag: 7%; EPAC2 antagonist: -3%; Mm-Cpn inhibitor: 0%; EPAC1 antagonist: 1%

What do the screens show for `CC(C)n1c(SCC(N)=O)nc2c1c(=O)[nH]c(=O)n2C`?
PI5P4K alpha inh: -8; CCT modulator: -2.0; PLK1 PBD inh: -14%; WRN helicase inh: -12%; EPAC1 ag: 2%; EPAC2 antagonist: 10%; Mm-Cpn inhibitor: 1%; EPAC1 antagonist: 9%

What do the screens show for `COc1ccc(S(=O)(=O)N(C)C)cc1NC(C)C(=O)Nc1cccc(C#N)c1` (stereo not given)?
PI5P4K alpha inh: -26; CCT modulator: -3.6; PLK1 PBD inh: -15%; WRN helicase inh: -35%; EPAC1 ag: 6%; EPAC2 antagonist: -6%; Mm-Cpn inhibitor: -1%; EPAC1 antagonist: 0%

How did COc1cccc(CN2CC(C(=O)N(C)Cc3[nH]c4ccccc4c3C)CCC2=O)c1 (stereo not given) do in these assays?
PI5P4K alpha inh: 8; CCT modulator: 2.7; PLK1 PBD inh: -26%; WRN helicase inh: -2%; EPAC1 ag: 5%; EPAC2 antagonist: -6%; Mm-Cpn inhibitor: -1%; EPAC1 antagonist: 8%

Results for Cc1cc(C)cc(NC(=O)c2cc(Cl)sc2Cl)c1 ?
PI5P4K alpha inh: -3; CCT modulator: -2.2; PLK1 PBD inh: -4%; WRN helicase inh: -3%; EPAC1 ag: 4%; EPAC2 antagonist: 0%; Mm-Cpn inhibitor: -2%; EPAC1 antagonist: 11%

What do the screens show for `Cc1noc(C)c1C(=O)Nc1nnc(-c2ccccc2)s1`?
PI5P4K alpha inh: 0; CCT modulator: 0.2; PLK1 PBD inh: -7%; WRN helicase inh: -9%; EPAC1 ag: -12%; EPAC2 antagonist: -3%; Mm-Cpn inhibitor: -11%; EPAC1 antagonist: 2%

Results for Cc1ccc(S(=O)(=O)N2c3ccccc3-c3c(ssc3=S)C2(C)C)cc1 ?
PI5P4K alpha inh: 15; CCT modulator: 0.4; PLK1 PBD inh: -6%; WRN helicase inh: 4%; EPAC1 ag: 5%; EPAC2 antagonist: 6%; Mm-Cpn inhibitor: 1%; EPAC1 antagonist: 9%

What do the screens show for `O=C(Cn1nc2n(c1=O)-c1ccccc1SC2)N/N=C/c1cccnc1`?
PI5P4K alpha inh: 2; CCT modulator: -0.2; PLK1 PBD inh: -6%; WRN helicase inh: -1%; EPAC1 ag: 8%; EPAC2 antagonist: 3%; Mm-Cpn inhibitor: 1%; EPAC1 antagonist: -22%

How did COc1cc(OC)nc(-n2ncc(OC)c(Br)c2=O)n1 do in these assays?
PI5P4K alpha inh: -1; CCT modulator: -0.1; PLK1 PBD inh: -9%; WRN helicase inh: 8%; EPAC1 ag: 1%; EPAC2 antagonist: -9%; Mm-Cpn inhibitor: -2%; EPAC1 antagonist: 1%

How did O=C(COc1cccnc1[N+](=O)[O-])NCCc1ccc(Cl)cc1 do in these assays?
PI5P4K alpha inh: -7; CCT modulator: -2.0; PLK1 PBD inh: 2%; WRN helicase inh: 4%; EPAC1 ag: -3%; EPAC2 antagonist: 4%; Mm-Cpn inhibitor: 1%; EPAC1 antagonist: 9%

Results for O=C(O)C1CCC(=O)N(C2CC2)C1c1ccccc1 (stereo not given) ?
PI5P4K alpha inh: 1; CCT modulator: -0.8; PLK1 PBD inh: -5%; WRN helicase inh: -7%; EPAC1 ag: 5%; EPAC2 antagonist: -2%; Mm-Cpn inhibitor: -1%; EPAC1 antagonist: 5%

What do the screens show for `O=C(CCC(=O)OCC(=O)c1ccccc1)NC1CCCCC1`?
CCT modulator: -2.8; PLK1 PBD inh: -8%; WRN helicase inh: -2%; EPAC1 ag: 4%; EPAC2 antagonist: -2%; Mm-Cpn inhibitor: 0%; EPAC1 antagonist: 0%

How did CCOC(=O)c1[nH]c(C)c(CN(CCc2ccccc2)S(C)(=O)=O)c1C do in these assays?
PI5P4K alpha inh: 1; CCT modulator: 1.2; PLK1 PBD inh: -1%; WRN helicase inh: -14%; EPAC1 ag: -2%; EPAC2 antagonist: 1%; Mm-Cpn inhibitor: 1%; EPAC1 antagonist: 11%

How did O=C(CCCN1C(=O)c2cccc3cccc(c23)C1=O)N1CCN(c2ccccc2)CC1 do in these assays?
PI5P4K alpha inh: 0; CCT modulator: -3.4; PLK1 PBD inh: -8%; WRN helicase inh: -16%; EPAC1 ag: 5%; EPAC2 antagonist: -3%; Mm-Cpn inhibitor: -1%; EPAC1 antagonist: 0%

How did O=C(N/N=C/c1ccccn1)c1ccc([N+](=O)[O-])cc1 do in these assays?
PI5P4K alpha inh: -18; CCT modulator: -0.4; PLK1 PBD inh: -8%; WRN helicase inh: 6%; EPAC1 ag: -4%; EPAC2 antagonist: 6%; Mm-Cpn inhibitor: 2%; EPAC1 antagonist: 13%

Results for Cc1ccc(-n2c(C)cc(/C=N/Nc3ccc([N+](=O)[O-])cn3)c2C)cc1 ?
PI5P4K alpha inh: -4; CCT modulator: -1.0; PLK1 PBD inh: -22%; WRN helicase inh: 9%; EPAC1 ag: -10%; EPAC2 antagonist: 7%; Mm-Cpn inhibitor: -1%; EPAC1 antagonist: 7%

How did CC(C)c1ccc[n+](-c2nc([O-])sc2C=O)c1 do in these assays?
PI5P4K alpha inh: -5; CCT modulator: -1.3; PLK1 PBD inh: -7%; WRN helicase inh: -3%; EPAC1 ag: 2%; EPAC2 antagonist: 1%; Mm-Cpn inhibitor: -3%; EPAC1 antagonist: -9%

Results for O=C1CN(c2ccccc2)C(=S)N1c1ccccc1 ?
PI5P4K alpha inh: 8; CCT modulator: -2.9; PLK1 PBD inh: -1%; WRN helicase inh: -6%; EPAC1 ag: -3%; EPAC2 antagonist: -24%; Mm-Cpn inhibitor: 0%; EPAC1 antagonist: inconclusive

How did C1CC(=NN=C2CCSCC2)CCS1 do in these assays?
PI5P4K alpha inh: -1; CCT modulator: -1.6; PLK1 PBD inh: -7%; WRN helicase inh: 5%; EPAC1 ag: 2%; EPAC2 antagonist: 5%; EPAC1 antagonist: 11%

How did Cc1ccc(C)c(N2CCN(C(=O)CCCCn3c(=O)[nH]c4ccccc4c3=O)CC2)c1 do in these assays?
PI5P4K alpha inh: 0; CCT modulator: -3.9; PLK1 PBD inh: 3%; WRN helicase inh: -12%; EPAC1 ag: -2%; EPAC2 antagonist: -15%; Mm-Cpn inhibitor: -1%; EPAC1 antagonist: 7%

How did COC(=O)C1=C(C)N(CCCC(=O)O)C(=O)NC1c1ccc([N+](=O)[O-])cc1 (stereo not given) do in these assays?
PI5P4K alpha inh: -101*; CCT modulator: -0.8; PLK1 PBD inh: -2%; WRN helicase inh: -7%; EPAC1 ag: 3%; EPAC2 antagonist: 15%; EPAC1 antagonist: -1%

What do the screens show for `COCC(C)n1c(SCC(=O)NC(=O)NC2CCCC2)nc2ccccc2c1=O` (stereo not given)?
PI5P4K alpha inh: 0; CCT modulator: 2.3; PLK1 PBD inh: -14%; WRN helicase inh: -2%; EPAC1 ag: 3%; EPAC2 antagonist: -6%; Mm-Cpn inhibitor: 1%; EPAC1 antagonist: -9%

Results for Cc1sc2nc(SC(C)C)nc(N)c2c1C ?
CCT modulator: -5.6; PLK1 PBD inh: -9%; WRN helicase inh: -9%; EPAC1 ag: 0%; EPAC2 antagonist: -1%; Mm-Cpn inhibitor: 1%; EPAC1 antagonist: -15%

How did Cc1cccc(NC(=O)c2ccc3c(c2)CCN3S(C)(=O)=O)c1 do in these assays?
PI5P4K alpha inh: 0; CCT modulator: -1.4; PLK1 PBD inh: -11%; WRN helicase inh: 6%; EPAC1 ag: 2%; EPAC2 antagonist: -12%; Mm-Cpn inhibitor: 1%; EPAC1 antagonist: -4%

Results for Cc1ccccc1CN1N=C(/C=C/c2ccccc2)CCC1=O ?
PI5P4K alpha inh: 14; CCT modulator: 0.3; PLK1 PBD inh: -11%; WRN helicase inh: -2%; EPAC1 ag: 6%; EPAC2 antagonist: -9%; Mm-Cpn inhibitor: -2%; EPAC1 antagonist: inconclusive

What do the screens show for `CN1C(=O)c2cccc3c(S(=O)(=O)Nc4ccccc4F)ccc1c23`?
PI5P4K alpha inh: -1; CCT modulator: -1.2; PLK1 PBD inh: -6%; WRN helicase inh: -3%; EPAC1 ag: -4%; EPAC2 antagonist: inconclusive; Mm-Cpn inhibitor: -3%; EPAC1 antagonist: 3%

How did Cc1nn(C)c(C(=O)NCc2ccc(Cl)cc2)c1Cl do in these assays?
PI5P4K alpha inh: 1; CCT modulator: 0.9; PLK1 PBD inh: -6%; WRN helicase inh: 5%; EPAC1 ag: -1%; EPAC2 antagonist: 2%; Mm-Cpn inhibitor: 2%; EPAC1 antagonist: 8%

How did Cc1ccc(C(=O)NCC(=O)OCc2nc3ccsc3c(=O)[nH]2)cc1C do in these assays?
PI5P4K alpha inh: 2; CCT modulator: -1.0; PLK1 PBD inh: -3%; WRN helicase inh: 3%; EPAC1 ag: 8%; EPAC2 antagonist: 5%; EPAC1 antagonist: 1%

2 compounds drawn at random from the list so far:
How did Cc1cccc(NC(=O)c2ccc3c(c2)CCN3S(C)(=O)=O)c1 do in these assays?
PI5P4K alpha inh: 0; CCT modulator: -1.4; PLK1 PBD inh: -11%; WRN helicase inh: 6%; EPAC1 ag: 2%; EPAC2 antagonist: -12%; Mm-Cpn inhibitor: 1%; EPAC1 antagonist: -4%

How did C1CC(=NN=C2CCSCC2)CCS1 do in these assays?
PI5P4K alpha inh: -1; CCT modulator: -1.6; PLK1 PBD inh: -7%; WRN helicase inh: 5%; EPAC1 ag: 2%; EPAC2 antagonist: 5%; EPAC1 antagonist: 11%
